# Source: PubChem
# NPY-Y1 antag = blocks the human neuropeptide Y Y1 receptor. 200,000 tested, 1% active. inhibition, % at 3.6 µM. HEK293-CNG Y1 cells, membrane potential fluorescence; NPY at EC95, then isoproterenol. P25929. AID 1040;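 active = inhibition above the campaign mean inhibition of all tested compounds plus 3 SD, cut at about 20% in these data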;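 note: 0% = DMSO wells given NPY plus isoproterenol and 100% = isoproterenol alone without NPY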
# Target sequence (P25929 whole entry, looked up): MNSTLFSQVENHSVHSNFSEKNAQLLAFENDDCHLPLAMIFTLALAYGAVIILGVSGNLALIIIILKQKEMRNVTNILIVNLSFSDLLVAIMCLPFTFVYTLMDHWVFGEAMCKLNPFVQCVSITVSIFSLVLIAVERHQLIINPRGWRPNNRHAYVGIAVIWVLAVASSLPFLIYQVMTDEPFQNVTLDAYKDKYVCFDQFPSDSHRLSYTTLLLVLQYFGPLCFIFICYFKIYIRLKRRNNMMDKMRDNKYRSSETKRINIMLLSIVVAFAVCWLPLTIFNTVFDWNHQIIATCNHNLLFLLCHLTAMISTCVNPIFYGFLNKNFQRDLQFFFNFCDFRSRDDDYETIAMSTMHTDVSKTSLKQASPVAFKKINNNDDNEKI
#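 Material: HEK293 Y1/CNG channel cell line | Also added: NPY (25 nM), isoproterenol (1 µM), Ro 20-1724 (25 µM) | Compound: One concentration, 3.6 µM, in 0.4% DMSO | Schedule: 3 h dye uptake, 1 h room-temperature compound, 45 min post-isoproterenol | Signal: Membrane-potential fluorescent dye readout | Read-out: % inhibition of NPY effect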
# Runt-CBFb FRET = Runt domain-CBFb interaction inhibition; Cerulean-Runt/Venus-CBFb FRET ratio 530/480, 1 h; inhibition, % at 20 µM; 220,000 tested, 0.46% active;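 active = inhibition over about 50% at 20 µM in the single-dose screen, limit read from the data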;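 note: 0% = DMSO wells and 100% = excess unlabeled CBFb competitor control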
#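 Doses: 20 µM compound in 1% DMSO | Material: Cerulean-labeled Runt domain protein | Amount: Each fluorescent fusion protein 100 nM | Schedule: Two 1 h room-temperature incubations shielded from light | Measured by: FRET fluorescence | Evaluation: Loss of energy transfer signal | Controls: Unlabeled CBFb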
# S1P4 ag = agonists of human S1P4 receptor; O95977; S1P4-expressing cell line, agonist reporter assay; activation, % at 4.98 µM; 220,000 tested, 0.35% active; in the data active = activation above about 11%;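 note: 0% = DMSO vehicle and 100% = reference agonist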
# RBBP9 inh = inhibitors of human serine hydrolase RBBP9. recombinant RBBP9, FP-Rh probe fluorescence polarization. inhibition, % at 7.94 µM. 220,000 tested, 0.2% active. O75884;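 active = inhibition above the campaign mean of all tested compounds plus 3 SD, cut at about 14% in these data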;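 note: plate controls were DMSO wells with RBBP9 for no effect and wells lacking RBBP9 protein for full effect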
# Target sequence (O75884 whole entry, looked up): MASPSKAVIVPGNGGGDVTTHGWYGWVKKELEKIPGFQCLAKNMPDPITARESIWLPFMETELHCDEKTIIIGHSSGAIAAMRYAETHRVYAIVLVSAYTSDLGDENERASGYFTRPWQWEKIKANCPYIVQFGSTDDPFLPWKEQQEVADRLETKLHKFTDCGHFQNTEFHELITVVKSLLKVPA
#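 Measured by – fluorescence polarization · Test system – RBBP9 protein · Input – 2.5 µM RBBP9 dispensing solution, before mixing · Measure – percent inhibition from mP, scaled between DMSO and no-protein wells · Benchmarks – DMSO-treated enzyme wells and wells lacking RBBP9 · Times – preincubation 30 min plus labeling 45 min at 25 °C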
# BaF3 parental = parental Ba/F3 viability inhibition as JAK2V617F counter-screen; CellTiter-Glo ATP luminescence; inhibition, % at 5.6 µM; 220,000 tested, 1.1% active;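 active = inhibition above a per-campaign cutoff, the mean inhibition of all tested compounds plus 3 SD, cut at about 27% in these data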;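 note: 0% = DMSO wells and 100% = JAK Inhibitor I control wells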
# NPY1 pot ag = potentiates or activates human NPY-Y1 receptor; P25929; NPY-Y1 expressing cells, potentiator/agonist activation; 220,000 tested, 0.37% active; activation, % at 3.6 µM; in the data active = activation above about 33%, passing the limit was not always enough;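 note: cells stimulated with NPY at EC10 then isoproterenol at EC100; 0% = low agonist plus stimulus and 100% = saturating agonist plus stimulus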
# Ba/F3 V617F tox = loss of viability in JAK2V617F-driven Ba/F3 cells; Ba/F3 EpoR-JAK2V617F viability, ATP luminescence; inhibition, % at 5.6 µM; 220,000 tested, 1.1% active;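 active = inhibition above the campaign mean plus 3 SD over all tested compounds, cut at about 24% in these data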;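 note: cytokine-independent growth of Ba/F3 cells driven by EpoR plus mutant JAK2; 0% = DMSO-treated cells and 100% = JAK inhibitor I control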
# S1P4 antagonist = human S1P4 receptor antagonism; AID 1510; S1P4-expressing cells, antagonist mode, reporter read-out; O95977; 220,000 tested, 0.26% active; inhibition, % at 4.98 µM; in the data active = inhibition above about 29%;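 note: 0% = wells stimulated with agonist and 100% = vehicle wells without agonist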
# NPY-Y2 PAM-ag = human NPY-Y2 potentiation or agonism, primary screen; AID 1359; 220,000 tested, 0.45% active; activation, % at 3.6 µM; P49146; cells expressing NPY-Y2, potentiator/agonist read-out; in the data active = activation above about 27%;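 note: cells stimulated with NPY near EC25 plus isoproterenol at EC100; 0% = vehicle plus submaximal agonist and 100% = vehicle plus saturating agonist; some results beyond the cut were filed as inactive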
# Target sequence (P49146 whole entry, looked up): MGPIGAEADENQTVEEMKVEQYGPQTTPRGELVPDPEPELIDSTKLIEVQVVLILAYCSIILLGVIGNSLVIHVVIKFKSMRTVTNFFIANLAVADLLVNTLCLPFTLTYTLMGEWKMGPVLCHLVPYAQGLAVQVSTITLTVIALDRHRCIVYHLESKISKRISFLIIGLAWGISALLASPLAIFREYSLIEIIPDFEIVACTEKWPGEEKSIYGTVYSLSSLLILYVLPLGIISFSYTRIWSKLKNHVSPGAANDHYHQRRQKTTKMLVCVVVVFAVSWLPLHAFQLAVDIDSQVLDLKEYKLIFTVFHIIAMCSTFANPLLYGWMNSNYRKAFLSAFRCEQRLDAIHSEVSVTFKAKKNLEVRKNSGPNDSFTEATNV
# An asterisk follows results filed as active; nt = no result given.
# Results follow in this order: NPY1 pot ag	NPY-Y2 PAM-ag	NPY-Y1 antag	S1P4 antagonist	Runt-CBFb FRET	Ba/F3 V617F tox	S1P4 ag	RBBP9 inh	BaF3 parental
> CCOC(=O)c1c(NC(=O)c2ccc(Br)o2)sc(C)c1CC
 : -14	-7	12	-10	-1	-7	-0.7	-4	2
> CS(=O)(=O)N1CCc2cc(-c3csc(NC(=O)C(c4ccccc4)c4ccccc4)n3)ccc21
 : 21	-12	-6	0	-1	4	-0.5	-2	8
> N#Cc1c(Cl)cccc1Oc1ccc(S(=O)(=O)Nc2ccccc2)cc1
 : 2	6	nt	-19	1	2	0.6	-6	1
> Cc1ccc2[nH]c(-c3ccccc3)c(CN3CCN(C)CC3)c(=O)c2c1
 : 2	-13	4	1	2	0	1.6	-1	4
> Cc1ccc(Oc2nc3ccccn3c(=O)c2/C=C(\C#N)C(=O)NC2CCS(=O)(=O)C2)cc1 (configuration not stated)
 : 2	-5	nt	13	73*	-2	1.5	-5	-2
> NC(=O)N/N=C/c1ccc(N2CCOCC2)s1
 : -5	-2	-2	-12	5	0	-0.3	-1	7
> O=C(CSc1ccc(C(F)(F)F)cc1[N+](=O)[O-])Nc1ccccc1
 : -8	-7	6	-14	-3	-4	0.5	-7	3
> COc1ccc(NC(=O)Cn2cc(C#N)c3ccccc32)cc1
 : 21	22	1	-13	0	1	0.4	-1	7
> O=C(Cn1cnc2c(nnn2-c2ccc(F)cc2)c1=O)NCc1ccco1
 : 18	1	3	1	2	4	0.1	0	9
> COc1ccc(/C=N/NC(=O)C2COc3ccccc3O2)cc1OC (configuration not stated)
 : 0	-13	11	-3	0	-7	-1.6	5	-2
> N[C@@H](CO)c1nnc([C@H](Cc2ccc(O)cc2)NC(=O)C2CCNCC2)o1
 : 21	-4	1	-11	1	-1	0.5	-8	-2
> O=C(COC(=O)CNC(=O)c1cccs1)Nc1ccccc1C(F)(F)F
 : 0	0	7	-1	2	1	1.4	-3	0
> CCOc1cc(C=O)c(Br)cc1OC1CCCC1
 : 12	-5	-7	-32	nt	3	-0.9	-8	5
> COC(=O)c1ccc(OCC(O)CN2C(=O)c3ccccc3S2(=O)=O)cc1 (configuration not stated)
 : 1	-2	6	-6	2	2	0.6	-4	9
> CCOC(=O)C1CCN(C2CC(=O)N(c3ccc(OCC)cc3)C2=O)CC1 (configuration not stated)
 : 8	0	-4	-22	-2	1	-1.6	-6	3
> CCCCC(=O)NC(Nc1nc(C2CC2)cs1)(C(=O)OCC)C(F)(F)F (configuration not stated)
 : 20	-5	-1	-6	-1	1	-1.6	6	4
> N#CCn1nnc(-c2ccc3c(c2)OCO3)n1
 : -13	8	1	-9	-2	-4	2.8	-5	1
> Cc1ccc(S(=O)(=O)c2cc(OC(=O)c3ccco3)ccc2OC(=O)c2ccco2)cc1
 : 11	-5	9	0	1	-1	-1.9	-9	-2
> CN(Cc1ccccc1)S(=O)(=O)c1ccc2c(c1)n(C)c(=O)c(=O)n2C
 : -32	-22	nt	-1	-1	1	-0.8	-8	0
> CN(C)S(=O)(=O)N1CCN(c2ccc([N+](=O)[O-])c(NC3CC3)c2)CC1
 : 12	-1	-7	13	-1	-3	-2.8	-3	4
> COc1ccc(-c2ocnc2C(=O)NCc2nn(-c3ccccc3)nc2C)cc1
 : -5	30	nt	-18	0	-1	0.4	-7	0
> COc1ccc(-n2nc([N+](=O)[O-])c(=NCCc3ccc(Cl)cc3)n2O)cc1
 : -11	-20	2	3	nt	2	-0.5	3	3
> O=S(=O)(c1ccc(Cl)cc1)N1CCN(S(=O)(=O)N2CCCCCC2)CC1
 : 9	6	-3	-6	0	1	4.3	-4	5
> N/C(Cc1cccc2ccccc12)=N\OC(=O)c1ccc2c(c1)OCO2
 : 6	3	7	-1	-3	0	-4.3	-8	6
> CCN(CC)c1ccc(NC(=O)c2cc(Cl)ccc2OC)cc1
 : -30	12	8	-8	10	-4	-1.9	5	5
> CC(=O)N1CN(C2CC(C)(C)NC(C)(C)C2)Cc2c1sc1c2CCCC1
 : -22	-6	0	1	1	3	-3.4	2	12
> CC(C)CCN1CCN(Cc2cnc(-c3ccccc3)s2)CC1CCO (configuration not stated)
 : -13	-17	6	-16	-1	0	0.7	-2	0
> Cc1ccc(NC(=O)ON=C2CCCC2)cc1
 : -2	9	6	-22	1	4	2.5	-1	7
> C=C(CCC(=O)c1ccccc1)C(=O)c1ccccc1
 : 14	6	2	26	0	4	-0.4	-5	2
> CN1CC[n+]2cnc3ccccc3c21
 : 2	14	0	-5	-38	-2	-2.1	-4	6
> COc1ccccc1NS(=O)(=O)c1ccc(Cl)c(NC(=S)NC(=O)C2CCCC2)c1
 : -44	-5	1	3	1	-1	0.7	-9	5
> Cc1noc(C)c1CS(=O)(=O)c1ccc([N+](=O)[O-])cc1
 : 13	-10	1	-4	0	0	3.9	7	-2
> O=C(Nc1ccon1)c1ccc(S(=O)(=O)N2CCCCCC2)cc1
 : -2	11	-3	-32	0	-5	3.1	-5	-1
> CCSc1ccccc1C(=O)n1nnc2ccccc21
 : -8	-14	7	-3	-2	1	0.0	-6	5
> Cc1cccc(C)c1NC(=O)c1sccc1SCc1cccc(C(F)(F)F)c1
 : -2	-23	13	-1	-2	2	0.4	-8	7
> CCOC(=O)C(NC(=O)c1ccc(OC)cc1)(Nc1cc(C)on1)C(F)(F)F (configuration not stated)
 : -18	9	9	-16	0	-3	2.3	-1	5
> Cc1cc2cc(CCNS(C)(=O)=O)c(=O)[nH]c2cc1C
 : 8	11	0	7	-1	-5	-1.2	4	-2
> Cc1cc(N/C=C\C(=O)c2ccc(Cl)c(Cl)c2)no1
 : 5	4	7	2	-2	3	0.2	-7	2
> CCOC(=O)Nc1ccc2c(c1)N(C(=O)CCN1CCN3CCCC3C1)c1ccccc1CC2 (configuration not stated)
 : -9	-10	-5	1	1	-3	-2.0	2	6
> CCC(C)(C)n1nnnc1C(c1ccncc1)N1CCC(Cc2ccccc2)CC1 (configuration not stated)
 : -10	-24	6	1	-3	3	0.5	-6	4
> O=C(Nc1nc(-c2nc3ccccc3s2)cs1)c1ccco1
 : -15	-19	6	-6	nt	0	-1.0	2	6
> C/C(=N\Nc1ccc(F)cc1F)c1ccc(F)cc1
 : 11	-1	7	7	0	0	0.1	-1	3
> O=C(COC(=O)Cc1cccc(C(F)(F)F)c1)Nc1ccc2c(c1)OCCO2
 : 8	7	4	-16	-4	1	0.2	-8	5
> O=C(NNC(=S)Nc1cccc(C(F)(F)F)c1)c1ccc(Cl)cc1Cl
 : -9	-4	8	-18	-46	-1	1.0	-6	5
> CCCCS(=O)CC(COCc1ccccc1)OC(=O)CSc1nc(C)cc(C)n1 (configuration not stated)
 : -12	-9	4	16	-1	-5	-0.2	0	1
> Cc1ccc(S(=O)(=O)N2C=CC(C(F)(F)F)=NCC2)cc1
 : -21	8	-2	-9	0	-3	0.9	-5	1
> CS(=O)(=O)N(CC(=O)Nc1cccc(Cl)c1Cl)c1ccccc1
 : 18	1	10	0	3	0	-1.5	-5	3
> CCn1c(=O)cc(C(=O)OC)sc1=Nc1ccc(F)c(F)c1
 : -23	-10	4	-1	0	-2	-1.2	-8	5
> CCCOc1ccc(-c2c(=O)n(OCc3ccc([N+](=O)[O-])cc3)c3ccccc3[n+]2[O-])cc1
 : -12	5	-3	-8	1	-1	2.7	-11	0
> CC(C)C1COC(c2cccc3ccccc23)=N1 (configuration not stated)
 : -12	7	7	10	-2	1	1.0	2	5
> Cc1nnc(NC(=O)c2ccccc2-c2ccccc2C(=O)O)s1
 : -4	7	nt	-8	4	-5	0.5	7	-2
> CCN(c1cccc(C)c1)S(=O)(=O)c1cccc(C(=O)O)c1
 : 11	3	-6	2	0	0	-4.7	-8	8
> O=C(Nc1ccc2[nH]c(=O)[nH]c2c1)Nc1ccc(F)cc1F
 : -4	-13	2	-4	-4	7	1.2	1	12
> O=C(Nc1cc(Cl)ccc1N1CCOCC1)c1cccnc1Cl
 : -13	-4	nt	16	2	5	2.1	-6	-4
> COc1cc(NC(=O)C2CCCO2)c(C(=O)O)cc1OC (configuration not stated)
 : -22	0	5	-12	0	-5	-1.2	6	6
> O=C(Nc1nnc(-c2ccc(Cl)cc2)o1)Nc1ccccc1F
 : -2	-1	nt	3	-1	1	1.9	-3	-1
> COc1ccc(N(C(=O)c2ccco2)C(C(=O)NC2CCCCC2)c2ccccc2)cc1 (configuration not stated)
 : -10	-20	0	-18	nt	5	-0.1	-6	6
> CN(C)/N=C/c1cc([N+](=O)[O-])ccc1O
 : 25	21	-1	-5	-1	1	-0.6	2	5
> O=S(=O)(c1ccc2ccccc2c1)N1CCN(C(=S)Nc2ccc(F)cc2)CC1
 : 2	-2	0	-26	0	19	-0.5	-2	35*
> Cc1ccc(S(=O)(=O)CC(=O)Nc2c(C)n(C)n(-c3ccccc3)c2=O)cc1
 : -6	13	1	-2	-1	6	0.9	0	8

# Next results follow:
# Results follow in this order: NPY1 pot ag	NPY-Y2 PAM-ag	NPY-Y1 antag	S1P4 antagonist	Runt-CBFb FRET	Ba/F3 V617F tox	S1P4 ag	RBBP9 inh	BaF3 parental
> CN(C)c1ccc(/C=C/C=C2/SC(=S)N(c3ccccc3)C2=O)cc1
 : 45	20	-3	-22	-5	-1	-2.4	-29	11
> CC(=O)Nc1ccc(C2=NN(c3ccccc3)C(c3cccs3)C2)cc1 (configuration not stated)
 : 12	8	2	-11	23	3	3.1	-12	6
> Cc1nn(C)c(C)c1NC(=O)CSc1nc(C2CC2)nc2c1cnn2-c1ccccc1
 : 31	-6	2	-5	-2	-4	-0.7	-3	1
> Cc1cc(C(=O)CN2C(=O)NC(C)(CC(C)C)C2=O)c(C)n1-c1ccc2c(c1)OCO2 (configuration not stated)
 : 6	0	6	-9	7	2	13*	-3	4
> COc1ccc(Cl)cc1S(=O)(=O)N1CCC(O)(c2ccc(Cl)cc2)CC1
 : 16	23	nt	3	0	2	1.0	-8	4
> O=C(CC1C(=O)NCCN1Cc1ccc(-c2ccccc2)cc1)NCCc1ccccn1 (configuration not stated)
 : -2	0	-2	-5	0	-1	-0.1	-11	0
> COc1ccc(C2CCCN2C(=S)Nc2c(C)cccc2C)cc1OC (configuration not stated)
 : 5	-19	3	-11	0	-2	-1.2	-1	6
> CCN(C(=O)CN1CCN(c2ccccc2F)CC1)c1c(N)n(Cc2ccccc2)c(=O)[nH]c1=O
 : 5	4	-1	-14	1	-4	1.4	-2	0
> O=C(c1ccccn1)C1CCCN(Cc2nc(Cc3cccc(F)c3)no2)C1 (configuration not stated)
 : 1	-8	nt	-3	3	-4	-0.4	6	1
> C=CCC1(O)C(=O)Nc2ccccc21 (configuration not stated)
 : 6	-6	9	-1	-1	1	-0.2	2	5
> CCn1c(=N)c(C(=O)NCCCOC)cc2c(=O)n3cccc(C)c3nc21
 : -11	4	3	-28	19	8	4.3	-10	8
> C=CCN=C(CC)C1=C(O)CCCC1=O
 : -21	3	0	-19	3	-2	-0.4	-10	1
